# Bioassay records from PubChem BioAssay.
# West Nile virus CPE: inhibition of WNV-induced cytopathic effect – cell-based, CPE readout (AID 1621); 290,000 compounds, 0.02% hits; one-dose CPE inhibition, % at 10 µM; IC50 in µM for titrated hits; West Nile virus-infected cells, CPE inhibition; higher % means a stronger effect; in the data active = a potency from the dose series; inconclusive = CPE inhibition mostly from about 3.7% at the one dose, without a potency; inactive = the rest, 99 in 100 with CPE inhibition below about 2.2%; also: strong numbers were not always called active
# K1F lysis inhibition: inhibition of K1F phage lysis, E. coli UTI89, bacterial capsule biogenesis inhibitors, alamar blue (AID 488966); E. coli UTI89 K1F phage lysis, alamar blue, 2 h; higher % means a stronger effect; inhibition, % at 100 µM, or IC50 in µM where a hit was titrated; 340,000 compounds, 0.02% hits;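 active = phage lysis inhibition, versus mean bacterial control, above a set limit; inconclusive = no clear call, values can overlap the other calls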;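 also: capsule biogenesis inhibitors block K1F phage lysis so surviving cells raise fluorescence; higher fluorescence means more inhibition of phage lysis; actives were called in the ten point dose series up to 300 µM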
# RSV antiviral HEp-2: inhibition of RSV-induced cytopathic effect – HEp-2 cells, primary 10 µM value included (AID 2391); 310,000 compounds, 0.13% hits; CPE inhibition, % at 10 µM, or IC50 in µM where a hit was titrated; HEp-2 cells, RSV-induced CPE inhibition; higher % means a stronger effect; in the data active = a potency from the dose series; inconclusive = CPE inhibition mostly from about 23% at the one dose, without a potency; inactive = the rest, 99 in 100 with CPE inhibition below about 21%; also: strong numbers were not always called active
# Large T inhibition: SV40 large T antigen inhibitors, biochemical (AID 1903). SV40 large T antigen ATPase/helicase inhibition assay; higher % means a stronger effect. inhibition, % at 20 µM; hits with a dose series show IC50 in µM. 310,000 compounds, 0.39% hits; in the data active = a potency from the dose series; inconclusive = inhibition mostly from about 32% at the one dose, without a potency; inactive = the rest, 99 in 100 with inhibition below about 32%; also: strong numbers were not always called active
# NTR1 agonist: agonists of NTR1, primary screen, imaging, U2OS cells, beta-arrestin-GFP, high content (AID 493036); P30989; NTR1-U2OS beta-arrestin-GFP spot imaging, agonist mode; 330,000 compounds, 0.17% hits; activation, % at 20 µM;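 active = activation at or above 40% of the spot to cytoplasm intensity ratio, with at least 20 cells analyzed; inconclusive = wells under 20 cells, flagged as cytotoxic or low count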;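 also: 0% = DMSO without peptide and 100% = 100 nM NTR1 peptide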
# Target sequence (P30989 whole entry, looked up): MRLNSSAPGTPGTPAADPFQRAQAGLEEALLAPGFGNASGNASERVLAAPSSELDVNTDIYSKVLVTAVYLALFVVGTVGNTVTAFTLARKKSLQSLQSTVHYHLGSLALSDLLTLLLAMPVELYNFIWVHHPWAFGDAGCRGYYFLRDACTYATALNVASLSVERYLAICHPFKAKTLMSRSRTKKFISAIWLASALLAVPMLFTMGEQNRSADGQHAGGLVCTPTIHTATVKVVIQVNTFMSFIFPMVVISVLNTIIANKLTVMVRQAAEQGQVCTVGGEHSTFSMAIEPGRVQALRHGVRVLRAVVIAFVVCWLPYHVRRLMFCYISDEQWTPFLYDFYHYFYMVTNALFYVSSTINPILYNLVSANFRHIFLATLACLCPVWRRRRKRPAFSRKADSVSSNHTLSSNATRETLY
# PhoP inhibition: PhoP-dependent GFP reporter repression – Salmonella Typhimurium, primary screen (AID 1863). inhibition, % at 50 µM, or IC50 in µM where a hit was titrated. 300,000 compounds, 0.16% hits. S. Typhimurium PhoP-regulated promoter GFP reporter, 4 h; higher % means a stronger effect;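 active = inhibition over 29.93%, a cutoff 3 SD above the screen mean, later confirmed by dose response; inconclusive = inhibition over 29.93% but no dose response follow-up; inactive = inhibition at most 29.93% or unconfirmed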;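 also: 0% = low Mg2+ inducing control and 100% = high Mg2+ repressing control; strong numbers were not always called active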
# Dengue-2 NS5 capping: flavivirus cap methylation enzyme inhibition – biochemical, confirmation dose response, primary screen (AID 588689); Dengue-2 NS5 methyltransferase capping enzyme assay, biochemical; higher % means a stronger effect; one-dose inhibition, % at 25 µM; IC50 in µM for titrated hits; 340,000 compounds, 0.3% hits; in the data active = a potency from the dose series; inconclusive = inhibition above about 29% without an active follow-up result
# Rac1 GTP hydrolysis: MgcRacGAP GTPase-activating activity inhibitors, confirmation, biochemical, ADP Hunter fluorescence; 340,000 compounds, 0.6% hits; MgcRacGAP-stimulated Rac1 GTP hydrolysis, ADP Hunter fluorescence; higher % means a stronger effect; GST-tagged Rac1 F28L mutant substrate; inhibition, % at 30 µM, or IC50 in µM where a hit was titrated; AID 624330;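 active = first-screen hits whose inhibition reached a set limit at any dose in the follow-up dose series; inconclusive = inhibition above the set first-screen limit but never retested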;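 also: fluorescence reports GDP produced by GAP-driven GTP hydrolysis; strong numbers were not always called active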
# T cell HTS: modulates CD8 T cell binding to vesicles; 2C CD8+ T cell-vesicle binding, flow cytometry; hits give low values; calls only at 7 µM; 330,000 compounds, 0.068% hits; AID 2052;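 active = response, share of CD8 T cells binding vesicles, and their 90th percentile fluorescence all below set limits, cut at about 80% in these data, passing the limit was not always enough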
#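 Material: murine 2C transgenic CD8+ T lymphocytes / Also added: QL9-peptide-loaded Drosophila micro-vesicles bearing Ld, ICAM-1 and B7-1 / Schedule: binding step 1.5 h, 37 °C, antibody labelling 20 min, ice / Signal: flow cytometry, PE anti-B7-1 (FL2) versus Alexa647 anti-CD8 (FL8), PFA-fixed / Evaluation: percent CD8+ FL2 mean versus row control / Benchmarks: naked versus QL9-loaded vesicles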
# T cell HTS vesicle-bound %: also measured in T cell HTS; calls as there; double positive events, %; measured here: CD8+ vesicle-bound cell fraction;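 binding gate set so that unloaded-vesicle control wells show 10% double positive cells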
# NTR1 agonist cell count 20 µM: second read-out of NTR1 agonist, no call of its own (marks repeat the call); cell count; measured here: cell count, cytotoxicity flag
# Numbers without * were called inactive; i = inactive; u = inconclusive; x = not tested or not shown; [ ] = remark or other dose.
SMILES,West Nile virus CPE,K1F lysis inhibition,RSV antiviral HEp-2,Large T inhibition,NTR1 agonist,NTR1 agonist cell count 20 µM,PhoP inhibition,Dengue-2 NS5 capping,Rac1 GTP hydrolysis,T cell HTS,T cell HTS vesicle-bound %
CCC(C)Sc1cccc(-c2nc3ccc(C)cn3c2NCc2ccccc2)c1 (centres undefined),x,1.2%,-3.2%,5.5%,14.3,95,x,4.7%,5.3%,i,18.8
O=C(Nc1ccc(Nc2ccccc2)cc1)C(Cl)Cl,15.6%,-3.0%,u,13.9%,1.1,43,-21.1%,0.7%,25.5%,i,44.7
COc1ccc(CN(C)C(=O)c2ccccc2Sc2ccccc2C#N)c(OC)c1,-0.6%,-0.3%[50 µM],6.8%,-4.1%,2.3,64,2.6%,-3.2%,7.4%,i,62.1
Cn1c(Sc2ccc(C(F)(F)F)cc2[N+](=O)[O-])nnc1-c1ccccc1,-0.2%,-0.3%,4.4%,10.4%,-2.8,60,11.0%,-10.6%,-0.3%,i,34.0
COc1ccc(-n2nc(C(=O)NCC(=O)NCc3ccccc3OC)c3ccccc3c2=O)cc1,0.0%,0.3%,2.6%,5.3%,-0.7,58,1.9%,-6.2%,-0.4%,i,27.3
CCOC(=O)CSc1nc2c([nH]c3ccccc32)c(=O)n1C,0.0%,2.2%,0.7%,0.9%,0.0,80,3.3%,-5.2%,1.1%,i,25.6
N#Cc1ccccc1NC1=CC(=O)CCC1,-0.2%,4.0%,-1.0%,12.6%,3.1,68,14.2%,-1.6%,6.1%,i,44.8
COc1cc2cc(C(=O)N3CCN(Cc4ccc5c(c4)OCO5)CC3)c(=O)oc2cc1OC,-0.1%,0.5%,-0.8%,15.3%,2.0,56,-1.7%,1.6%,3.0%,i,33.1
NNC(=O)COc1ccc(-c2nccc(-c3ccc(F)cc3)n2)cc1,-0.5%,0.2%,1.3%,5.1%,1.7,91,-9.9%,2.0%,7.8%,i,47.6
CC(C)NC(=O)CSc1nc2ccccc2n1CC(=O)N1CCc2ccccc21,-0.4%,-1.3%,0.4%,-1.3%,-0.2,55,-10.0%,-7.2%,7.0%,i,32.4
C=CCNC(=O)CN(c1ccc(OC)cc1OC)S(C)(=O)=O,0.6%,0.1%,0.2%,8.8%,-0.2,87,-1.6%,-4.8%,7.6%,i,45.1
CCCN(C(=O)c1nc2nc(C)cc(C)n2n1)c1c(N)n(Cc2ccccc2)c(=O)[nH]c1=O,x,0.7%[50 µM],-0.5%,x,1.5,85,x,-5.9%,1.5%,i,31.4
Cc1cc(C(F)(F)F)c2c(C)nn(-c3ccccc3)c2n1,x,0.7%,2.1%,10.4%,0.7,55,x,1.5%,9.8%,i,34.9
COCCn1c(N)c(C(=O)NS(=O)(=O)c2ccc(C)cc2)c(=O)[nH]c1=O,0.5%,3.8%,2.3%,-0.7%,-1.8,56,0.2%,-4.5%,-14.8%,i,40.0
COc1ccc(C(=O)N2CCCC(O)C2)cc1OC1CCN(C(C)C)CC1 (centres undefined),-0.1%,-0.1%,-0.6%,9.8%,2.3,47,2.1%,-7.8%,7.1%,i,66.4
O=C(c1ccco1)N(Cc1cccc(Br)c1)C1CCS(=O)(=O)C1 (centres undefined),0.0%,-0.3%,1.0%,4.5%,1.0,64,-6.6%,-6.2%,-18.0%,i,56.3
N/C(=N\OC(=O)Cc1ccc([N+](=O)[O-])cc1)c1ccc([N+](=O)[O-])cc1,-0.1%,0.3%,5.5%,4.7%,2.2,92,2.7%,-6.5%,6.9%,i,60.7
CCC(CC)c1nn2c(N)c(/C=C3\C=Nc4ccccc43)c(=O)nc2s1,0.3%,0.8%,-1.4%,2.1%,7.1,46,-17.2%,8.4%,13.2%,i,17.3
COc1ccc(CCNC(=O)COc2ccc(-c3ccccc3)cc2)cc1OC,-0.4%,5.4%,3.0%,-1.5%,0.3,52,-13.5%,-2.9%,11.4%,i,10.2
CN(/N=C/C=C/c1ccccc1)C1=NS(=O)(=O)c2ccccc21,-0.4%,-2.9%,0.1%,2.4%,x,x,11.6%,-7.3%,2.1%,i,45.6
O=C(C1CCCCC1)N1CCC(O)(c2ccc(Cl)cc2)CC1,-1.2%,0.1%,0.8%,6.8%,0.7,88,-0.5%,-2.6%,9.5%,i,25.6
CCOc1cc(/C=C\[N+](=O)[O-])ccc1OCC(=O)Nc1ccccc1C,0.4%,-5.3%,-2.2%,4.4%,44.7*,62*,-9.7%,-7.9%,0.1%,i,42.9
Cn1nnnc1SCC(=O)N1CCOCC1,0.9%,0.1%,1.4%,-11.6%,1.1,66,5.1%,-2.4%,8.6%,i,33.1
O=C(CN1C(=O)NC2(CCOc3ccccc32)C1=O)c1cccs1 (centres undefined),x,-1.9%,x,x,1.0,50,x,7.3%,3.2%,i,36.9
O=[n+]1cc(-c2cccc3ccccc23)n([O-])c2c1CCC2,0.2%,1.4%,0.7%,12.9%,-1.1,44,-2.3%,-3.4%,4.6%,i,56.9
CC(=O)c1nn(-c2cccc(Br)c2)cc1C(=O)c1ccc(C)cc1,0.1%,0.2%,15.5%,6.3%,-0.2,101,-3.7%,-6.5%,8.1%,i,22.1
CC1(c2cc([N+](=O)[O-])cc([N+](=O)[O-])c2)CC(C)(C)N(C(=O)c2ccccc2)c2ccccc21 (centres undefined),0.2%,0.8%,14.5%,19.5%,1.5,101,-11.8%,-6.5%,1.8%,i,29.1
O=C(O)c1cc2ccccc2c(N=Nc2cccnc2)c1O,3.1%,0.1%,-0.3%,7.5%,-0.1,42,15.6%,0.8%,10.0%,i,23.2
O=C(COc1ncnc2sccc12)Nc1ccc(F)cc1F,-0.3%,-0.5%,1.0%,1.0%,-0.1,39,20.8%,-7.8%,-0.7%,i,11.0
O=C(O)c1cc(S(=O)(=O)N2CCOCC2)c(Sc2ccccn2)cc1Sc1ccccn1,-0.1%,0.4%,x,13.8%,x,x,-3.7%,-2.8%,2.5%,x,x
O=c1c2ccc([N+](=O)[O-])cc2ncn1CCOc1ccccc1,-0.5%,0.2%,2.2%,4.3%,1.7,58,-1.7%,-6.8%,5.0%,i,34.0
Cc1ccc2cc(C#N)c(N3CCCN(S(=O)(=O)c4ccccc4)CC3)nc2c1,0.6%,0.1%,16.7%,20.1%,0.0,78,-7.5%,9.1%,6.0%,i,57.8
Cn1nc(C(=O)N2CCCc3ccccc32)c2ccccc2c1=O,-0.6%,-0.1%,1.4%,-13.1%,-0.5,28,17.8%,-1.6%,-1.6%,i,47.8
CCn1cc([N+](=O)[O-])c(C(=O)N2N=C(c3ccc(OC)cc3OC)CC2c2ccccc2O)n1 (centres undefined),-0.2%,4.5%,14.9%,9.3%,2.9,54,-2.8%,0.0%,7.2%,i,36.6
CCCCCCCCS(=O)CCC(=O)O (centres undefined),0.2%,0.8%,1.0%,2.3%,-1.2,34,-7.1%,-7.4%,6.6%,i,44.5
O=C1Nc2cc(Cl)c(Cl)cc2N(O)N1c1ccccc1,1.6%,-0.1%,1.0%,2.6%,-0.8,55,-15.5%,-4.1%,11.6%,i,4.0
CCCCCCCC1=CC2=CC(=O)C(C)(OC(C)=O)C(=O)C2=CN1CCc1ccccc1 (centres undefined),x,x,-0.2%,27.3%,-0.8,97,3.9%,x,x,i,28.3
NS(=O)(=O)c1ccc(CCNC(=O)NC2CCCCC2)cc1,0.4%,-0.7%[50 µM],1.0%,7.8%,1.5,40,-5.8%,-3.9%,1.2%,i,30.8
Cc1cccc(N2CC(C(=O)Nc3cccc(S(=O)(=O)N4CCCCC4)c3)CC2=O)c1C (centres undefined),x,0.6%[50 µM],13.4%,x,1.6,60,x,3.6%,5.6%,i,32.5
Nc1nonc1C(=O)N/N=C/c1cc(Br)ccc1O,-1.1%,x,1.6%,25.4%,7.7,85,17.1µM*,x,x,i,50.9
CC(=O)O/N=C(\N)Cc1ccc(-c2csnn2)cc1,-0.1%,1.4%,1.2%,2.6%,-0.1,37,15.9%,-7.7%,12.9%,i,51.4
CNC(=O)CSc1nc2[nH]ncc2c(=O)[nH]1,0.9%,-1.0%,0.6%,-4.0%,0.7,94,3.1%,x,-0.5%,i,31.4
Cn1nc(C(F)(F)F)c(-c2cccc(C(F)(F)F)c2)c1NC(=O)c1ccco1,-0.1%,0.4%,1.8%,12.6%,-0.1,43,-0.7%,3.1%,6.1%,i,13.0
Cc1ccc(NC(=O)C2CCCN2S(=O)(=O)c2ccc3c(c2)n(C)c(=O)c(=O)n3C)c(C)c1 (centres undefined),0.3%,0.3%,-1.0%,4.1%,1.4,66,-7.0%,2.9%,5.8%,i,27.1
CS(=O)(=O)NN1C(=O)c2ccccc2NC1c1ccccc1 (centres undefined),0.1%,-0.9%,0.1%,2.5%,-0.6,20,6.5%,4.4%,1.8%,i,62.5
CC(C)(O)C#Cc1ccc(C(=O)N2CCN(c3ccc(Cl)cc3)CC2)cc1,x,-0.4%,7.3%,3.2%,2.1,48,2.4%,0.0%,3.0%,i,24.8
CCOC(=O)C1CCN(S(=O)(=O)c2ccc(-c3ccccn3)s2)CC1,0.0%,x,2.6%,-0.7%,0.4,50,1.3%,x,x,i,39.7
COc1ccccc1NC(=O)Nc1nc(CC(=O)Nc2ccc(OC)c(OC)c2)cs1,x,-0.1%[50 µM],-1.4%,9.1%,1.7,38,-4.5%,-8.9%,-1.7%,i,57.1
O=C(Nc1nc(-c2ccccc2)c(C(=O)c2ccccc2)s1)c1ccc(S(=O)(=O)N2CCCC2)cc1,-0.5%,-0.2%,13.8%,5.5%,4.3,62,-2.6%,1.3%,-2.9%,i,6.0
CN1C2CCC1CC(NC(=O)c1cccc(C(F)(F)F)c1)C2 (centres undefined),0.3%,0.2%,0.9%,5.8%,-0.5,94,2.0%,-0.7%,7.6%,i,13.7
